# EBV LMP1 NFkB = EBV LMP1-driven NF-kappaB luciferase reporter inhibitors, primary screen, cell-based, luminescence, single point. LMP1-induced NF-kappaB luciferase reporter cells. inhibition, % at 12.5 µM. actives 0.69% (n = 350,000); in the data active means inhibition above about 41%;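 further: 0% = neutral control wells and 100% = reference inhibitor control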
# LRH-1 inv ag = LRH-1 (NR5A2) inverse agonists, primary screen, cell-based, luminescence, HEK293T, StAR-luciferase reporter. LRH-1 transfected, 24 h. inhibition, % at 3.6 µM. Nuclear receptor subfamily 5 group A member 2 (Homo sapiens), O00482. actives 0.13% (n = 360,000);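 active means inhibition above the mean inhibition of all tested compounds plus 3 SD, cut at about 73% in these data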;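 further: 0% = DMSO wells and 100% = reporter-only cells lacking LRH-1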
# TLR9-MyD88 inh = inhibitors of TLR9-MyD88 association in cells, primary screen, cell-based, CHO, BLA complementation, fluorescence; Toll-like receptor 9 (Homo sapiens) + Myeloid differentiation primary response protein …; CCF4 FRET ratio; inhibition, % at 4.98 µM; actives 0.21% (n = 340,000); AID 504734, 2011;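 active means inhibition above the mean over all tested compounds plus 3 SD, cut at about 21% in these data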;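 further: 0% = DMSO only wells and 100% = clavulanate BLA inhibitor control wells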
# TROY signal inh = inhibitors of TROY-driven NF-kB signaling, primary screen, Q293 LMP1-TROYcd cells, NF-kB luciferase, uHTS | Q293 LMP1-TROYcd NF-kB luciferase reporter, 4 h | actives 0.98% (n = 360,000) | inhibition, % at 10 µM;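 active means compounds whose plate-normalised and pattern-corrected inhibition of the luciferase reporter signal at the single screening dose is 50% or more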
# Vif inh = HIV Vif self-association inhibitors, primary screen, imaging, HEK293T, single point. HEK293T cells, Vif self-association by quenched fluorescence, 24 h. inhibition, % at 7.49 µM. actives 0.35% (n = 340,000); in the data active means inhibition above about 50%, passing the limit was not always enough; further: some results filed as inactive read as strong as hits
# SRC3 inh = SRC3 coactivator transcriptional activity inhibitors, primary screen, cell-based, luminescence | inhibition, % at 3.6 µM | actives 0.17% (n = 360,000) | Nuclear receptor coactivator 3 (Homo sapiens), Q9Y6Q9 | HEK293 GAL4-SRC3 luciferase reporter;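 active means inhibition above a per-campaign cutoff, the mean of all compounds plus 3 SD, cut at about 60% in these data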;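 further: 0% = DMSO-treated cells and 100% = gossypol-treated cells at 36 µM; higher means less SRC3-driven luciferase light from the GAL4 reporter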
# NOD2-RIPK2 inh = NOD2-RIPK2 binding disruptors in cells, primary screen, fluorescence, CHO cells, BLA complementation | inhibition, % at 4.98 µM | CCF4 ratio | AID 624267, 2012 | actives 0.38% (n = 360,000); in the data active means inhibition above about 21%;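 further: 0% = vehicle only and 100% = reference blocker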
# Target sequence (O43353 whole entry, looked up): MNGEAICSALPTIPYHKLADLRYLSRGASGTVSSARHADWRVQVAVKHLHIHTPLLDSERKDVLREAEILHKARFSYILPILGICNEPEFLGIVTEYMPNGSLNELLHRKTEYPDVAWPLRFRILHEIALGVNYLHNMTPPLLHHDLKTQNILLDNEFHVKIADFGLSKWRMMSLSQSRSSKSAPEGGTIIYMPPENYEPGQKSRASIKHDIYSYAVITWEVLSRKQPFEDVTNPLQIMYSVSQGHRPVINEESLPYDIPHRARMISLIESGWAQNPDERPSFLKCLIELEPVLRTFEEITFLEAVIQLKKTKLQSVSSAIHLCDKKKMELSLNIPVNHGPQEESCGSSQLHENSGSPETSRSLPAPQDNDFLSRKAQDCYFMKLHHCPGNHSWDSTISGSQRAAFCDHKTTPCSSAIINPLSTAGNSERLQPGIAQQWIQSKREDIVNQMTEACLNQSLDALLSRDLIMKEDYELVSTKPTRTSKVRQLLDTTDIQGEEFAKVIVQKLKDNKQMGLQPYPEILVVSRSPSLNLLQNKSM
# NR2F2 inh = NR2F2 transcriptional activity inhibitors, primary screen, cell-based, luciferase reporter, HEK293T, luminescence | HEK293T NGFI-A luciferase reporter | COUP transcription factor 2 (Homo sapiens), P24468 | inhibition, % at 8.6 µM | AID 686940, 2013 | actives 0.7% (n = 370,000);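 active means inhibition above a per-plate cutoff, mean inhibition of test wells between control levels plus 3 SD, cut at about 38% in these data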;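 further: cells cotransfected with COUP-TFII expression vector driving the NGFI-A reporter; 0% = median of COUP-TF2 test wells and 100% = reporter-only cells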
# Target sequence (P24468 whole entry, looked up): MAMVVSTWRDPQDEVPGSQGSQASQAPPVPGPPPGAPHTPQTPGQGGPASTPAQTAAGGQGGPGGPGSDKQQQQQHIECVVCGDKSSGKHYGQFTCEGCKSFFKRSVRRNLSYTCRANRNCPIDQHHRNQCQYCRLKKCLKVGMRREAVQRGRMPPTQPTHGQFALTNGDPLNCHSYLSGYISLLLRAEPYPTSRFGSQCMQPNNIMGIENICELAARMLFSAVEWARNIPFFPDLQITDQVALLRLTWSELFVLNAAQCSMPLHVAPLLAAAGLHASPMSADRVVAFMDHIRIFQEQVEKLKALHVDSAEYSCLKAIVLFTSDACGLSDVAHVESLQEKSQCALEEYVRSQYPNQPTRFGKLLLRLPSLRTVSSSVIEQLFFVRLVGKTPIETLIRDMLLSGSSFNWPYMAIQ
# NCOA1 inh = SRC1 coactivator transcriptional activity inhibitors, primary screen, cell-based, luminescence. Nuclear receptor coactivator 1 (Homo sapiens), Q15788. HEK293 GAL4-SRC1 luciferase reporter. inhibition, % at 3.6 µM. actives 0.12% (n = 360,000). AID 588354, 2011;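 active means inhibition above the campaign mean plus 3 SD, with each screening campaign given its own cutoff, cut at about 60% in these data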;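 further: 0% = DMSO treated cells and 100% = gossypol at 36 µM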
# NCOA2 inhibitor = inhibition of GAL4-SRC2 driven luciferase reporter, primary screen, SRC2 inhibitor project, cell-based, luminescence | HEK293 GAL4-SRC2 luciferase reporter | inhibition, % at 9 µM | AID 651957, 2012 | actives 0.17% (n = 370,000) | Nuclear receptor coactivator 2 (Homo sapiens), Q15596;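 active means inhibition above the mean inhibition of all tested compounds plus 3 SD, set per campaign, cut at about 52% in these data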;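 further: 0% = DMSO treated cells and 100% = cells given Gossypol at 36 µM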
# C8 TRAIL sens = viability loss with TRAIL in NB7+C8 cells, primary screen, TRAIL sensitizer project, cell-based, ATPlite luminescence; inhibition (viability loss, TRAIL sensitization), % at 10 µM; actives 1% (n = 360,000);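 active means compounds causing at least 50% loss of cell viability in the single-dose screen, relative to plate controls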
# * hit, by the source's call; . = not tested or not shown. A portion of the library; rates above refer to the full screens.
SMILES,EBV LMP1 NFkB,LRH-1 inv ag,TLR9-MyD88 inh,TROY signal inh,Vif inh,SRC3 inh,NOD2-RIPK2 inh,NR2F2 inh,NCOA1 inh,NCOA2 inhibitor,C8 TRAIL sens
O=C(c1ccccc1)C(CCc1ccccn1)CCc1ccccn1,-16,-51,-1,-48,16,-43,12,-10,-50,-58,1
N#CCO/N=C(\c1ccccc1)c1ccncc1,-5,-24,-6,1,-3,6,-4,11,17,3,18
NC(=S)NN=C1c2cc(S(=O)(=O)N3CCOCC3)ccc2-c2ccc(S(=O)(=O)N3CCOCC3)cc21,5,-2,0,-21,-12,14,0,11,-1,1,-8
CCOc1ccccc1CNC(=O)c1ccc(NC(=O)C2=CSCCO2)cc1,5,-14,-7,-43,-5,-25,-5,2,-14,-37,-5
CCOC(=O)N1CCC(NC(=O)c2ccc3c(Cl)c4c(nc3c2)CCCC4)CC1,-7,-13,0,10,-3,9,3,-14,-1,-18,48
COC(=O)C(Cc1cccc(C)n1)(c1ccccc1)c1ccccc1,32,18,-2,14,.,15,-2,7,11,10,-2
CNc1nc(-c2ccc(OC)cc2)c(-c2ccc(OC)cc2)s1,14,-2,4,5,-5,2,-3,41*,10,3,1
CC(C)OCCCn1c(=N)c(C(N)=S)cc2c(=O)n3ccccc3nc21,0,0,-1,-9,21,-13,-12,15,-26,-27,17
COC(=O)c1ccc(C2=NOC(C)(c3nnc(-c4cccc(Cl)c4)o3)C2)cc1 (centres undefined),1,11,-4,0,-12,-11,5,5,-12,-21,-15
N#Cc1ccc(-c2nc3ccc(Cl)cn3c2Cc2ccsc2)cc1,.,-40,.,-14,.,-3,1,-14,-17,-24,-6
CC(=O)c1nn(-c2ccccc2)cc1C(=O)c1ccc(C)cc1,.,8,.,2,-2,-11,6,8,18,-21,4
CC(=O)NC(NC(=S)Nc1cccc(Br)c1)C(Cl)(Cl)Cl (centres undefined),-2,7,-4,-4,0,-7,15,7,6,9,-11
CC(C)(C)N=C1NN=C(c2cc3ccccc3o2)CS1,-29,-13,-5,70*,-3,-46,-14,21,-55,-34,25
CC(C)OC(=O)CSc1nnc(-c2ccccn2)n1C,8,-7,-2,-12,-1,-16,5,8,-13,-22,-5
OCC[C@H]1C[C@@H](O)[C@H](O)[C@@]2(Cc3ccccc3CCO2)O1,-3,-2,5,-12,-2,-12,4,-3,-21,14,17
O=C(Nc1cccc(C(F)(F)F)c1)NC1CCCCC1,-14,-2,-7,-67,-4,-18,-3,-14,-13,0,13
O=S(=O)(Nc1ccc2ccccc2c1)c1ccccc1,-8,3,1,-3,-14,4,0,-3,-21,-10,0
Nc1nnnn1/N=C/c1cccc(OCc2ccccc2Cl)c1,0,-14,7,-8,-11,-16,1,-11,-19,14,-4
CCCCCC(=O)Nc1cc(S(=O)(=O)N2CCOCC2)ccc1N1CCCC1,-3,17,7,-4,-2,6,-6,16,6,-16,-15
c1ccc(Cc2nc3ccccc3[nH]2)cc1,2,-1,-5,-8,0,9,-9,1,-36,1,-8
COc1ccc(NC(=O)C(C)N2C(=O)C3CC=C(Cl)CC3C2=O)cc1 (centres undefined),6,-1,9,-3,-3,4,3,-22,-2,-35,-5
CCOc1ccc(N(CC(=O)NC2CCCCC2)C(=O)CCCC(=O)Nc2ccccn2)cc1,-8,2,-7,1,-17,-20,-16,-11,-7,-8,10
CC1(C)CC(=O)C2=C(C1)Nc1cc(C(=O)c3ccccc3)ccc1NC2c1ccccn1 (centres undefined),4,-18,-13,-28,-11,-1,-4,-16,7,-19,-11
COc1ccc(Nc2cc(=O)n(C3CCCCC3)c(=O)[nH]2)c(OC)c1,9,2,-16,-12,-1,11,-5,-5,1,3,-9
COc1ccc(CCCc2n[nH]c(=S)o2)c(C)c1,0,-6,-4,-6,-9,12,-2,-2,-8,-13,6
O=C(NN1C(=O)NC2(CCCCC2)C1=O)c1cc2ccccc2o1,-3,7,-2,-24,17,3,2,0,-31,-20,1
COCOCCn1cc(CN2CCS(=O)(=O)N(Cc3ccc(-c4ccc(OC)nc4)cc3)C(C)C2=O)nn1 (centres undefined),6,-2,4,-19,-2,0,-7,11,0,-1,7
Cc1cccc(Nc2nnc(SC3CCOC3=O)s2)c1C (centres undefined),-2,3,2,16,1,3,0,14,-4,-9,22
O=C(O)C1CCCCC1C(=O)Nc1ccc(S(=O)(=O)N2CCCC2)cc1 (centres undefined),4,4,2,-19,-1,4,2,-10,-2,-24,2
O=C(COC(=O)/C=C/c1cccc(Br)c1)NCCc1ccccc1,-7,-20,-8,27,6,-25,-6,1,-15,-4,5
O=C1c2ccccc2[C@@H]2C[C@H]3O[C@H]3CCN12,0,-14,-8,0,3,9,5,-6,-16,-7,-5
COc1ccc(C(=O)COC(=O)c2cc([N+](=O)[O-])ccc2N2CCOCC2)c(OC)c1,-4,4,1,-2,17,-19,-2,-3,-11,4,7
CCOc1ncccc1C(=O)Nc1ccc(S(=O)(=O)Nc2nc(C)cc(C)n2)cc1,4,7,-5,27,-1,-4,-4,-25,6,-10,-9
Cc1ccccc1OCC(=O)NCCC(=O)O,6,14,-3,15,9,8,-17,0,8,7,-13
O=C(NCC1CCCO1)c1ccc(Cn2c(=S)[nH]c3ccccc3c2=O)cc1 (centres undefined),18,2,6,12,1,-13,0,-7,-9,4,-22
c1ccc(C2=Nc3c(ccc4ccccc34)C(c3ccncc3)=NN2)cc1,2,9,-15,15,3,17,0,-5,-15,-34,11
CCc1ccc(C(=O)NNc2ccc(Cl)cc2)cc1,-29,-7,-6,-49,-4,13,-4,-5,-14,-11,17
CCc1cc(OCCOCCN(C)C)ccc1Cl,11,-3,-4,3,12,2,-6,-9,-3,8,17
COc1ccc(CCNS(=O)(=O)c2c(C)[nH]c(C)c2C(=O)N2CCCCC2)cc1OC,1,8,-22,18,-4,-7,-11,4,-24,-15,3
O=C(N/N=C/c1cccc2ccccc12)C(=O)N1CCCC1,-5,1,-11,-7,8,9,-12,5,5,-25,-10
c1cc2c3c(cccc3c1)NC1(CCCCC1)N2,3,3,2,-15,27,10,-8,6,-22,11,-10
CC(C)c1ccc(/C=N/NC(=O)c2cccc(S(=O)(=O)N3CCOCC3)c2)cc1,-8,4,-3,-10,.,1,0,-20,13,-3,6
CC(=O)N1CCC(C(=O)N2c3ccccc3N=C(c3ccc(C(F)(F)F)cc3)C2C(=O)NC(C)C)CC1 (centres undefined),.,25,.,.,.,.,3,6,.,-12,-3
COc1ccc(NC(=O)c2ccc(N(C)S(C)(=O)=O)cc2)cc1OC,-9,-4,6,-8,-3,7,0,1,-10,-16,25
Clc1ccc(Cn2cccn2)cn1,-2,0,-7,-17,9,0,1,10,3,4,-9
CC(=O)OCC1OC(COC(C)=O)(c2ccc(C)cc2)C(OC(C)=O)C1OC(C)=O (centres undefined),6,-6,8,-4,4,1,-4,-1,2,-2,-7
CC(=O)c1ccc(OCCCC(=O)OCC(=O)Nc2ccc3[nH]c(=O)[nH]c3c2)cc1,1,4,-1,3,-6,10,-6,-5,0,-26,-5
Cc1cc(C(=O)COc2ccccc2C#N)c(C)n1C1CC1,-8,-63,-3,-16,-1,-16,-1,-28,-26,-32,6
N/C(=N\OS(=O)(=O)c1ccc2ccccc2c1)c1ccccn1,-3,2,-5,0,2,-21,-9,-19,6,-17,-3
CNc1nc(N)c([N+](=O)[O-])c(Nc2cccc(F)c2)n1,3,-4,1,11,1,3,2,-15,4,2,-24
Cc1ccc(NC(=O)C2OCCc3ccccc32)cc1Cl (centres undefined),-20,-32,-6,-47,-5,-18,-10,-24,-10,-33,-14
COc1ccc(-n2ccnc2SCC(=O)NCc2ccccc2)c(OC)c1,-8,15,2,-5,-3,-9,1,12,-44,-4,-1
Cc1cc2c(c(=O)n1CCc1ccccc1)C(C(C)C)C(C#N)=C(N)O2 (centres undefined),0,-1,13,-19,-9,0,-5,-9,-21,-42,-2
O=[N+]([O-])c1cccc(-n2nncc2-c2ccccc2)c1,0,-4,0,5,12,2,-11,5,-10,13,-12
CC(=O)N1CCN(c2ccc(NCc3ccc(-c4ccc(Br)cc4)o3)cc2)CC1,14,25,2,-1,-20,23,-4,-7,-6,20,14
O=Cc1c(Nc2cccc(C(F)(F)F)c2)nc2ccccn2c1=O,-6,6,-11,-6,-5,-10,-4,2,-5,7,-2
N#C/C(=C\c1ccncc1)c1nc2c(s1)CCCC2,5,-52,3,-32,-1,-21,-5,-7,-28,-49,-7
COc1ccc(N2c3ccccc3CN(Cc3ccccc3)[C@@H](C)[C@H]2Cc2ccc(-c3ccccc3)cc2)cc1,.,-16,.,.,.,.,-7,-6,.,-10,-6
Cc1ccc(C)c(OCC(=O)N/N=C/c2ccc(N3CCOCC3)cc2)c1,0,4,-4,11,-1,12,-14,-11,-15,-3,-10
Cc1ccsc1C(=O)NNC(=O)c1csc(N2CCOCC2)n1,0,6,-2,19,-6,0,1,-37,-18,3,10

# New compounds follow.
SMILES,EBV LMP1 NFkB,LRH-1 inv ag,TLR9-MyD88 inh,TROY signal inh,Vif inh,SRC3 inh,NOD2-RIPK2 inh,NR2F2 inh,NCOA1 inh,NCOA2 inhibitor,C8 TRAIL sens
Cc1nnsc1C(=O)NC(C)C12CC3CC(CC(C3)C1)C2 (centres undefined),-2,14,-8,16,9,2,-12,-20,-17,10,0
CN(C)c1ccc(-c2cc(O)c3ncccc3c2)cc1,1,2,-1,-56,13,-8,16,-18,-29,-64,23
COc1cccc(Nc2nc3ccccc3n3nnnc23)c1,-3,-16,-16,-8,-6,-43,-7,-41,-21,-38,-11
Cn1nnc2cc(C(=O)Nc3ccc4ccccc4c3)ccc21,-14,-123,2,-55,0,-79,1,-49,-91,-59,14
CC1=CC2(O)OCCN(CCO)C2=CC1=O (centres undefined),14,-1,3,10,14,-10,-4,7,-3,-1,4
CSc1nccc(Oc2cncc(Cl)c2)n1,7,-22,8,7,-5,30,-9,-13,29,29,-8
O=C1CC(c2ccc(F)cc2)SC(N(c2ccccc2)c2ccccc2)=N1 (centres undefined),11,15,-1,9,4,-5,-3,-1,-20,9,-1
